PP5 primary: PP5 phosphatase inhibitors, primary screen, biochemical, fluorescence; Serine/threonine-protein phosphatase 5 (Homo sapiens), P53041; 320,000 tested, 0.18% active; inhibition, % at 6.7 µM; purified PP5c, OMFP substrate fluorescence;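 active = inhibition above the campaign's mean inhibition across all tested compounds plus 3 SD, cut at about 9.5% in these data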;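 note: 0% = DMSO only and 100% = 100 µM cantharidin control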
Target sequence (P53041 whole entry, looked up): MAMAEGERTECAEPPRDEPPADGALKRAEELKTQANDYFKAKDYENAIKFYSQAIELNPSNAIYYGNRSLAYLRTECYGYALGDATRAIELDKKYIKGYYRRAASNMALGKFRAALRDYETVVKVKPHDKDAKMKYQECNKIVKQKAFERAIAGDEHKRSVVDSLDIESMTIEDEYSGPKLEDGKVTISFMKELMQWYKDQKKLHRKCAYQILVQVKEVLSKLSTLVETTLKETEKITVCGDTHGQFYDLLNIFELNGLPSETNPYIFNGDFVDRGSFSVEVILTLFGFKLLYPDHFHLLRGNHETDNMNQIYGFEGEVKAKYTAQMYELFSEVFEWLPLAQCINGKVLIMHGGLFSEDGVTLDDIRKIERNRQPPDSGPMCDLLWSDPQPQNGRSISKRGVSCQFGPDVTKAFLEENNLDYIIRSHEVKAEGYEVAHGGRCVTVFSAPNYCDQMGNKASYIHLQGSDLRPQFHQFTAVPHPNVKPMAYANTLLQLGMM
proCasp3 act: activators of human procaspase-3 D3A mutant, primary screen, biochemical, absorbance, PC-3 D3A mutant, single concentration. Caspase-3 (Homo sapiens), P42574. recombinant procaspase-3 D3A, Ac-DEVD-pNA absorbance 405 nm. activation, % at 8.5 µM. 330,000 tested, 0.11% active. AID 463141, 2010;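 active = activation above the mean of all tested compounds plus 3 SD, cut at about 21% in these data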;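 note: 0% = DMSO alone and 100% = DMSO wells spiked with extra 5 µM PC-3 D3A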
Target sequence (P42574 whole entry D9A/D28A/D175A): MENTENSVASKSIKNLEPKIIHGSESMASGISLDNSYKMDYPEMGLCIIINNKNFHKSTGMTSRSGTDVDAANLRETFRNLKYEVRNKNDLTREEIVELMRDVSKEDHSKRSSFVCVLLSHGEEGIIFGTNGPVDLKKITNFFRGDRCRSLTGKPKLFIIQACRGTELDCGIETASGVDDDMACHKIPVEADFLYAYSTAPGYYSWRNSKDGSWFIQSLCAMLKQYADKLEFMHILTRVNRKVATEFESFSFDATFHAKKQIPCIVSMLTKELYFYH
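Test system: Procaspase-3 D3A mutant, all three cleavage aspartates alanine | Dosing: Single dose, 8.5 µM nominal compound, 0.8% DMSO | Schedule: 1 h preincubation, 2 h reaction | Technique: 405 nm absorbance of p-nitroaniline, reads at 0 and 120 min | Repeats: One well per compound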
Fh CTSL1 inh: Fasciola hepatica cathepsin L1 inhibitors, primary screen, counter-screen for PFM18AAP inhibitor project, biochemical, QFRET, fluorogenic peptide substrate | 300,000 tested, 0.49% active | recombinant F. hepatica cathepsin L1, Z-Leu-Arg-MCA fluorescence | inhibition, % at 5.96 µM;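 active = inhibition above the mean of all tested compounds plus 3 SD, set per screening campaign, cut at about 17% in these data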;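 note: 0% = plate median of test compound wells and 100% = 1 µM Z-Phe-Ala-diazomethylketone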
PAFAH2 FP inh: PAFAH2 enzyme inhibitors, primary screen, biochemical, fluorescence polarization, human | Platelet-activating factor acetylhydrolase 2, cytoplasmic (Homo sapiens), Q99487 | recombinant PAFAH2, FP-rhodamine activity probe | inhibition, % at 3.39 µM | 340,000 tested, 0.99% active;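 active = inhibition above the mean over all tested compounds plus 3 SD, cut at about 30% in these data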;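 note: inhibitors block probe labeling of enzyme so polarization drops; 0% = enzyme with DMSO and 100% = wells lacking PAFAH2 protein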
AHR activator: AHR activators, primary screen, cell-based, luminescence, luciferase reporter, human; Aryl hydrocarbon receptor (Homo sapiens), P35869; AHR-responsive luciferase reporter cells; activation, % at 5 µM; 320,000 tested, 2.5% active; AID 2796, 2010; in the data active = activation above about 47%;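 note: 0% = vehicle wells and 100% = reference agonist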
PP1 inh: PP1-alpha phosphatase inhibitors, primary screen, counter-screen for PP5 inhibitor project, biochemical, fluorescence, OMFP substrate, single point. Serine/threonine-protein phosphatase PP1-alpha catalytic subunit (Homo sapiens), P62136. purified PP1alpha. inhibition, % at 6.7 µM. 320,000 tested, 0.9% active. AID 2235, 2010;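 active = inhibition above the mean inhibition of all tested compounds plus 3 SD, computed separately for each screening campaign, cut at about 15% in these data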
TPT1 inh: Candida albicans TPT1 enzyme inhibitors, primary screen, biochemical, fluorescence polarization. recombinant caTPT1, FP RNA substrate dephosphorylation. inhibition, % at 5 µM. 300,000 tested, 0.81% active;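 active = inhibition above the mean of all tested compounds plus 3 SD, set per screening campaign, cut at about 24% in these data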;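 note: plate controls were DMSO alone for no effect and ferristatin control at 100 nM for full effect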
HCV core dimer: inhibitors of HCV core protein dimerization, primary screen, biochemical, TR-FRET, high-throughput. TR-FRET GST/Flag-core106 dimerization, 1536-well. inhibition, % at 5 µM. 300,000 tested, 0.33% active. AID 1899, 2009;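 active = inhibition above the mean of all tested compounds plus 3 SD, set per screening campaign, cut at about 45% in these data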
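Material: GST/Flag-tagged HCV core106 proteins. Incubation: 4 h, 22.5 °C incubation. Read-out basis: inhibition (%) from 671 over 617 nm ratio. Measured by: TR-FRET, excitation 340 nm, emission 617 and 671 nm.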
procasp7 counter: procaspase-7 activators, primary screen, counter-screen for procaspase-3 activator project, biochemical, absorbance, HTS, human; Caspase-7 (Homo sapiens), P55210; recombinant procaspase-7, Ac-DEVD-pNA absorbance 405 nm; D23A/D198A/D206A triple mutant, cannot self-cleave; scale: DMSO 0, 5 µM enzyme 100; activation, % at 8.5 µM; 330,000 tested, 0.093% active; AID 463210, 2010;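 active = percent activation above the screen-wide mean plus 3 SD, cut at about 25% in these data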
Target sequence (P55210 whole entry D23A/D198A/D206A): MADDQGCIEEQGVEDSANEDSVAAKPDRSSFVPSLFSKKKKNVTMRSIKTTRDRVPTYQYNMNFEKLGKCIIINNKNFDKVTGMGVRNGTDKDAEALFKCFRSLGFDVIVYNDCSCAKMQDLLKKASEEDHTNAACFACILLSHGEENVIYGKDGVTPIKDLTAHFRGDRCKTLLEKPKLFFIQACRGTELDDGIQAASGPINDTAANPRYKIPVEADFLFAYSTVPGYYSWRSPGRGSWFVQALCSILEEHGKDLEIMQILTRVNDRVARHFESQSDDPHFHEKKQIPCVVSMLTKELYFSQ
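Assay system: Uncleavable procaspase-7 mutant enzyme; Input: 2 µM procaspase-7 mutant as dispensed; Also added: DEVD-pNA substrate; Medium: Zinc-free HEPES pH 7.4 with 300 mM NaCl, 0.01% Triton X-100; Timing: 1 h compound preincubation, 2 h substrate cleavage, 25 °C; Measured by: Epi-absorbance of released pNA at 405 nm, two timepoints.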
Numbers without * were called inactive; . = no result given.

cpd	SMILES	PP5 primary	proCasp3 act	Fh CTSL1 inh	PAFAH2 FP inh	AHR activator	PP1 inh	TPT1 inh	HCV core dimer	procasp7 counter
1	Cc1c(NC(=O)C2CCN(S(=O)(=O)c3cccs3)CC2)c(=O)n(-c2ccccc2)n1C	0.5	2	-3	7	0	-4	-4	-2	4
2	CCOC(=O)C1CCCN(C(=O)c2cc3nc(-c4ccc5c(c4)OCO5)cc(C(F)(F)F)n3n2)C1 (configuration not stated)	4.6	3	3	1	-1	5	1	6	9
3	O=C1OCC2=C1C(c1ccccc1)CC(=O)N2c1ccccc1 (configuration not stated)	1.9	11	-1	2	4	-1	2	-9	13
4	CC(=O)Nc1cc(NC(C)=O)c2nc(N)sc2c1	-2.3	9	-2	0	4	-3	0	-2	10
5	N#Cc1c(-c2ccccc2Cl)c2c([nH]c1=O)-c1ccccc1OC2	2.4	26*	7	5	-1	1	0	5	4
6	Nc1ccc(N2CCOCC2)c(S(=O)(=O)Nc2cc(Cl)ccc2Cl)c1	2.4	0	-3	16	4	1	-3	24	1
7	Cc1ccc2[nH]c3c(c2c1)CN(C(=O)CN1CCCCC1)CC3	1.3	-10	2	.	1	4	-2	3	1
8	CC(=O)Nc1ccc(S(=O)(=O)NNC(=O)C2CCCCC2)cc1	0.2	-2	-3	2	2	-1	-1	2	4
9	CCOc1cc2c(cc1OCC)C(c1ccc(C(=O)O)cc1)NCC2 (configuration not stated)	1.9	3	-3	-2	2	-3	3	0	-6
10	COc1ccc(NC(=O)c2ccco2)cc1N	-1.7	6	1	-15	46	-1	-4	-4	-2
11	Cn1cc(Br)c(C(=O)NNC(=O)c2ccccc2)n1	0.9	-5	2	-5	-2	-3	-1	-1	6
12	COc1cccc(CN2C(=O)C3(C(C#N)=C(N)OC4=C3C(=O)CCC4)c3ccccc32)c1 (configuration not stated)	-0.2	5	5	4	0	-2	0	-2	9
13	O=c1c(-c2ccccc2Cl)c[nH]n1-c1ccccc1	3.8	0	0	11	1	2	-3	-8	-6
14	O=C(CN(Cc1ccccc1)S(=O)(=O)c1ccc(F)cc1)NCc1ccccn1	-0.2	3	0	7	1	-1	2	-5	-1
15	Cc1cccc(NCc2nc(SCC(=O)Nc3ccccc3Br)n[nH]2)c1	-2.3	6	6	6	2	-3	0	5	5
16	CCOC(=O)COc1ccc(CCNC(C)=O)cc1	2.1	2	-2	5	2	-2	2	-9	0
17	Cc1cccnc1NC(=O)CCCc1c[nH]c2ccccc12	-1.0	-1	-3	-11	14	0	1	-9	1
18	Cc1cc(C(=O)NC(C)C2CCCO2)c(C)o1 (configuration not stated)	2.9	7	3	-2	-2	1	0	1	-2
19	CCN(c1ccccc1)S(=O)(=O)c1cc(NC(=O)CN2CCN(C)CC2)ccc1Cl	.	5	.	0	-1	.	.	.	-10
20	c1nc(N2CCOCC2)c2[nH]cnc2n1	-1.5	-5	3	-2	-1	-3	0	2	-2
21	CS(=O)(=O)Nc1cccc(-c2cnc3ccccc3n2)c1	2.3	-6	2	2	88*	4	3	-3	-5
22	CCN(CC(=O)Nc1cccc(F)c1)Cc1nc2ccccc2c(=O)[nH]1	0.6	3	7	-8	3	-6	-2	-6	-3
23	Cc1cccc2cc(CN(Cc3ccccc3)C(=O)c3cccc(F)c3)c(Cl)nc12	1.0	-4	-1	-3	0	-2	-3	3	4
24	CC(=O)Cc1nsc(NC(=O)C2Cc3ccccc3C(=O)O2)n1 (configuration not stated)	0.0	1	2	2	2	-1	0	-1	1
25	COc1ccc(NC(=O)CN2CCN(c3ccccc3Cl)CC2)cc1	3.5	-6	-2	1	8	7	-3	14	-8
26	O=C1NCCN1c1ccc(CN2CCN(C3CCCCC3)C(CCO)C2)cc1 (configuration not stated)	1.2	2	2	0	0	-2	2	-2	-5
27	C=CCn1ncc(OC)c(Cl)c1=O	-0.1	6	1	7	-2	-3	-1	-2	13
28	O=C(COc1ccc(-c2nnco2)cc1)N1CCN(S(=O)(=O)c2ccc3ccccc3c2)CC1	2.8	11	-2	12	0	2	-3	-3	11
29	COc1ccc(OC)c(/C=C2\S/C(=N/NC(=O)c3ccc4ccccc4c3)NC2=O)c1	1.8	-10	7	25	1	4	7	4	12
30	NNc1nc(-c2ccccc2Cl)nc2sc3c(c12)CCCC3	1.1	8	5	2	31	0	1	-1	-1

Further results.
cpd	SMILES	PP5 primary	proCasp3 act	Fh CTSL1 inh	PAFAH2 FP inh	AHR activator	PP1 inh	TPT1 inh	HCV core dimer	procasp7 counter
31	CC1CCCC(C(=O)OCc2ccccc2)N1 (configuration not stated)	0.9	2	-1	-7	0	-7	-3	-5	9
32	COC(=O)C1=C(C)N(C)C(C)=C(C(=O)OC)C1c1ccccn1	-0.4	10	6	0	0	1	-8	-11	1
33	C=CCn1c(-c2ccccc2[N+](=O)[O-])n[nH]c1=S	3.3	-5	-2	0	-2	1	-4	-1	-2
34	Cc1cc(=O)oc(C)c1C(=O)Nc1ccc2nsnc2c1	1.8	0	0	-11	3	0	3	-2	5
35	COc1cc(OC)cc(C(=O)NCC(=O)OCC(=O)N2c3ccccc3NC(=O)C2(C)C)c1	-4.3	2	-6	2	-1	-3	-2	0	-2
36	Cc1ccc(C(=O)N/N=C\c2ccc(-c3ccc(Cl)cc3)o2)cn1	-1.2	-18	7	1	8	-4	-2	-1	-11
37	CC(C)CC(c1nnnn1C1CCCCC1)N1CCN(C(=O)c2ccco2)CC1 (configuration not stated)	0.6	4	-5	7	3	-2	-2	-2	-11
38	Cc1ccc(S(=O)(=O)N2CCOC23CCN(C(=O)C(=O)NCc2ccccc2)CC3)cc1	-0.3	10	-2	4	2	-1	0	-2	14
39	COc1cccc(C(=O)NC2CCCc3ccccc32)c1OC (configuration not stated)	-0.6	6	1	-17	10	-3	2	11	-3
40	C/C(=N\NC(=O)c1ccoc1C)c1ccc(Cl)s1	1.6	4	4	4	-8	1	-3	-8	5
41	CC(=O)N1CCc2c(sc(NC(=O)C3CCCN3S(=O)(=O)c3cccs3)c2C#N)C1 (configuration not stated)	-1.5	-7	-5	-5	-4	-1	-2	0	4
42	O=c1oc2ccc(Cl)cc2cc1-c1nnc(Nc2cccc(C(F)(F)F)c2)s1	-0.7	2	-5	-2	-1	-3	11	35	-3
43	COCCN(C(=O)c1ccco1)c1nnc(-c2ccc(OC)cc2)s1	0.5	2	2	5	2	4	-4	2	0
44	CC(C)N(C(=O)C[n+]1ccc(/C=N/O)cc1)C(C)C	-0.1	2	8	7	2	-1	-2	6	-4
45	CCNC(=S)N1CCN(CCN2C(=O)c3cccc4cccc(c34)C2=O)CC1	0.1	-3	8	0	-2	-3	-3	-4	4
46	C/C(=N\NC(=O)COc1ccc(C)cc1C(C)C)c1cc2ccccc2o1	3.9	5	2	-2	27	2	0	0	-6
47	Cc1ccc(C)c(NC(=O)CN(C)C(=O)CSC(C)C(=O)Nc2cc(C)on2)c1 (configuration not stated)	3.3	-7	5	-7	4	-8	-4	1	0
48	NC(=NCCc1ccccc1)NS(=O)(=O)c1ccccc1	-2.9	4	6	-4	-2	-5	0	1	7
49	COc1cc(-c2nnc(-c3ccc(N4CCOCC4)cc3)o2)cc(OC)c1OC	3.1	4	1	1	2	-2	-4	-2	9
50	Cc1ccc(NC(=S)N2CCCC(c3nc4ccc(C)cc4[nH]3)C2)c(C)c1 (configuration not stated)	2.8	0	4	3	1	-2	-1	1	-3
51	COc1ccccc1C(=O)COC(=O)c1ccc(-n2cnnn2)cc1	-0.1	1	-3	-1	3	-6	1	3	10
52	CC(C)(C)N1C(=O)c2ccccc2NC(=O)N1Cc1ccccc1	1.0	2	-2	1	2	0	-2	-1	5
53	O=C(O)CCC(=O)Nc1cccc(-c2csc(-c3ccccc3)n2)c1	0.9	0	0	-6	-8	1	0	10	-4
54	Fc1ccc(CSc2ccc(-c3cccs3)nn2)cc1	1.6	-6	-5	-4	-7	5	3	-8	-8
55	CCOc1ccc(N2CC(C(=O)Nc3cc(Cl)ccc3-n3cncn3)CC2=O)cc1 (configuration not stated)	0.7	8	1	-7	4	-5	-2	-1	5
56	O=C(COC(=O)c1cc(Br)ccc1O)c1ccc(F)cc1	.	6	.	4	-1	.	.	.	13
57	COc1ccccc1NS(=O)(=O)c1cccc(C(=O)NCC2(N(C)C)CCCCC2)c1	0.1	-7	9	1	-3	-8	0	2	3
58	COc1ccc(CCNC(=O)c2ccc(NC(=O)CC3SC(N4CCCC4)=NC3=O)cc2)cc1 (configuration not stated)	-0.2	3	0	-3	3	-4	1	-4	5
59	CCc1nnc(NS(=O)(=O)c2ccc(NC(=S)Nc3ccc(F)cc3)cc2)s1	-1.0	-8	1	-15	3	-1	1	-5	2
60	COc1ccc(CNC(=O)CN2C(=O)C3C4C=CC(C4)C3C2=O)cc1 (configuration not stated)	3.8	2	-2	3	-2	-4	-1	-11	6

Next records follow:
cpd	SMILES	PP5 primary	proCasp3 act	Fh CTSL1 inh	PAFAH2 FP inh	AHR activator	PP1 inh	TPT1 inh	HCV core dimer	procasp7 counter
61	Cc1c(NC(=S)NC(=O)CC(C)C)c(=O)n(-c2ccccc2)n1C	-1.3	-1	-3	3	0	-5	-1	-1	3
62	CN(C)CCCNC(=O)CC1C[C@H](C(=O)N2CCCCC2)[C@@]2(CCc3ccccc3)c3[nH]c4ccccc4c3CCN2C1=O (some centres not stated)	.	13	.	-3	3	.	.	.	-2
63	Cc1coc2cc3oc(=O)c(CCC(=O)N[C@@H](CCCNC(N)=O)C(=O)O)c(C)c3cc12	2.2	-1	-6	1	0	2	-4	-1	8
64	COc1cccc(OC)c1C(=O)NC(=S)N1CCCCC1c1cccnc1 (configuration not stated)	-0.1	-13	0	1	1	2	-2	0	-11
65	COCc1nc2ccccc2n1Cc1ccccc1Br	2.3	8	-6	5	8	2	1	-6	5
66	CCOC(=O)c1c(C)[nH]c(C)c1C=O	0.2	6	4	-5	27	0	-2	3	-4

Part of the list above, with two lines to a compound:
Values in the order: PP5 primary	proCasp3 act	Fh CTSL1 inh	PAFAH2 FP inh	AHR activator	PP1 inh	TPT1 inh	HCV core dimer	procasp7 counter
64. COc1cccc(OC)c1C(=O)NC(=S)N1CCCCC1c1cccnc1 (configuration not stated)
 : -0.1	-13	0	1	1	2	-2	0	-11
65. COCc1nc2ccccc2n1Cc1ccccc1Br
 : 2.3	8	-6	5	8	2	1	-6	5
66. CCOC(=O)c1c(C)[nH]c(C)c1C=O
 : 0.2	6	4	-5	27	0	-2	3	-4

Compound activity deposited in PubChem by The Scripps Research Institute Molecular Screening Center.
